# HKDC1 inhibitor: HKDC1 (human) hexokinase inhibition | inhibition, % at 20 µM | AID 493160 | recombinant HKDC1, G6PDH/diaphorase resazurin coupled fluorescence | 0.16% of 340,000 active | Q2TB90;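 active = inhibition above about 35% when tested at 20 µM, limit read from the data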;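 also: plate controls were DMSO wells with enzyme for no effect and DMSO wells lacking enzyme for full effect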
#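 Material – in-house recombinant HK5 (HKDC1) enzyme · Quantity – HKDC1 at 5 µg/mL · Buffer or medium – pH 8.0 Tris buffer with 10 mM MgCl2 · Reagent – glucose with 1 mM ATP · Dosing – single 20 µM dose · Times – reaction time 90 min, room temperature, protected from light · Technique – resorufin fluorescence at 613 nm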
# MPTP inh: inhibitors of mitochondrial permeability transition pore. inhibition, % at 10 µM. AID 602449. 1.4% of 360,000 active. isolated mouse mitochondria, Ca2+ swelling absorbance, 30 min;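 active = inhibition of 50% or more, scaled per plate between neutral and stimulator controls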;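 also: 0% = DMSO wells given calcium and 100% = 1 mM EGTA wells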
# NR3A LBD binder: modulates the human NR3A ligand-binding domain. 2.5% of 340,000 active. NR3A LBD differential scanning fluorimetry, Tm shift; 0% = protein alone, 100% = glycine-bound protein. Tm shift relative to glycine control, % at 25 µM;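 active = melting temperature shift of at least 10% of the positive control shift, at one fixed dose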
# ATG4B inh: inhibitors of human ATG4B cysteine protease; ATG4B cleavage of LC3-PLA2, NBD-HPC fluorescence, 1 h; inhibition, % at 8.33 µM; 0.51% of 340,000 active; AID 504462; in the data active = inhibition above about 40%
# Target sequence (Q9Y4P1 whole entry, looked up): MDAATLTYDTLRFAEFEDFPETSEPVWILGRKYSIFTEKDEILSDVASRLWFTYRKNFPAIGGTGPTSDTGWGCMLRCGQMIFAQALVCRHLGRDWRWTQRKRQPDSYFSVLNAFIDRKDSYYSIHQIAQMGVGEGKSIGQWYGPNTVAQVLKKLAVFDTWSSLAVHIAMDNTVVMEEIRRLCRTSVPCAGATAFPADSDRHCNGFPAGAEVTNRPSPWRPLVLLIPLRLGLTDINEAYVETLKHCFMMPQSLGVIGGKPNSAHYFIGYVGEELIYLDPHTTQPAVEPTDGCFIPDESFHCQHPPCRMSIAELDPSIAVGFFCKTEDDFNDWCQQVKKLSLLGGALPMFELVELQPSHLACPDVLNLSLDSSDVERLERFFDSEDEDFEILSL
# SENP6 block: SENP6 protease inhibition; Q9GZR1; Recombinant SENP6 catalytic domain, aminoluciferin luminescence; inhibition, % at 10 µM; 1.8% of 330,000 active; AID 2599;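 active = inhibition above about 50% at the single tested dose, limit read from the data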;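 also: plate controls were DMSO wells with enzyme for no effect and DMSO wells lacking enzyme for full effect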
# SENP7 inh: blocks the human protease SENP7; recombinant SENP7, Z-RLRGG-aminoluciferin luminescence, 40 min; inhibition, % at 5 µM; 1.5% of 330,000 active; AID 434973;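 active = inhibition above about 50% at the single test dose, limit read from the data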;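 also: plate controls were DMSO with enzyme for no effect and no enzyme buffer wells for full effect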
# Target sequence (Q9BQF6 706-1050 limits assumed): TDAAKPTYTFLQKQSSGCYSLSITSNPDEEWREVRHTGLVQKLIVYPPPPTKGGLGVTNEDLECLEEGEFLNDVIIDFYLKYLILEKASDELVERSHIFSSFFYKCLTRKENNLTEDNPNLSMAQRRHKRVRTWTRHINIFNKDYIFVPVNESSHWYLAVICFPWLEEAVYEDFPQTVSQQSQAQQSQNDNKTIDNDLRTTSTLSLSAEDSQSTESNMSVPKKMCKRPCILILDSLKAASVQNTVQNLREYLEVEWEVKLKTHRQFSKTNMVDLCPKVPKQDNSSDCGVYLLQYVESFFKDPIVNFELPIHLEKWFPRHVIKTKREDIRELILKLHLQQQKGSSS
# PfGluPho inh: PfG6PD (Plasmodium falciparum) enzyme inhibition | PfGluPho enzyme, NADPH resazurin-diaphorase fluorescence | inhibition, % at 20 µM | 0.78% of 350,000 active | AID 504690;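 active = inhibition reaching at least a set limit at 20 µM in the primary screen, cut at about 59% in these data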;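 also: 0% = DMSO wells with substrate and 100% = DMSO wells lacking glucose-6-phosphate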
# SENP8 block: inhibitors of human SENP8 protease; inhibition, % at 20 µM; Q96LD8; recombinant SENP8, Nedd8 substrate fluorescence; 0.64% of 360,000 active; AID 602440; in the data active = inhibition mostly above about 40%, no sharp cut-off; inactive = mostly below about 27%
# Target sequence (Q96LD8 whole entry, looked up): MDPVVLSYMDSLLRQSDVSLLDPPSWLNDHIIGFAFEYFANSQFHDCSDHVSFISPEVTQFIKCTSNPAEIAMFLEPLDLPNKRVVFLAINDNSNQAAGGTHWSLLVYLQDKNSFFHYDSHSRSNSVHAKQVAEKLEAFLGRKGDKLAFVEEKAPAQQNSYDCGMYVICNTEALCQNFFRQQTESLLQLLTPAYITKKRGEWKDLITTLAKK
# * marks the source's active call; other numbers are inactive results; i = inactive; . = no result given.
SMILES,HKDC1 inhibitor,MPTP inh,NR3A LBD binder,ATG4B inh,SENP6 block,SENP7 inh,PfGluPho inh,SENP8 block
CN1CCN(C(=S)Nc2ccc(Oc3ccccc3)cc2)CC1,-8.2,3.9,-1.3,-3.4,-6.5,-2.9,18.6,27.4
CCCN1C(=O)COc2ccc(C(=O)c3ccccc3C(=O)O)cc21,0.2,-0.5,-0.4,-5.8,1.7,-4.6,9.3,-2.5
O=C(NCCS(=O)(=O)NCc1ccc(Cl)cc1)c1ccccc1,-3.3,1.5,.,12.5,-0.9,-9.0,3.5,12.3
c1ccc(NCc2nc(-c3ccccc3)no2)cc1,-0.3,0.6,0.3,5.7,-10.6,4.2,5.3,4.4
O=C(CN1C(=O)c2ccccc2C1=O)Oc1ccc(Cl)cc1,-2.6,0.2,2.5,-7.3,-14.2,-3.9,1.4,0.0
CC[C@H]1c2[nH]c3ccccc3c2C[C@H]2C(=O)N(c3ccc(F)cc3)C(=O)N21,-2.6,1.2,-1.8,-27.7,9.3,8.7,19.0,38.5
CCc1ccc(NC(=O)Cc2ccc(-n3cccc3)cc2)cc1,-4.7,3.4,0.3,-1.0,11.1,-4.0,0.2,11.8
CCOC(=O)c1c(NS(=O)(=O)c2ccc(Br)cc2)sc2c1CCC2,17.1,46.0,-3.4,46.0*,-4.2,1.5,39.4,5.4
COc1ccccc1NC(=O)OC(C)c1ccc(Cl)cc1 (stereo not drawn),-2.5,-1.2,2.4,4.7,-23.6,5.3,18.4,8.8
Cc1ccc(C(=O)c2ccc(C)cc2)cc1,-3.0,1.7,-1.4,-9.9,-25.2,8.3,6.7,12.5
COc1ccc(-c2cn(-c3ccc(C)cc3C)c(=O)[nH]2)cc1OC,-4.7,-0.2,-1.2,-4.6,1.7,1.5,-3.6,-51.4
Cc1cc(SCc2ccc([N+](=O)[O-])cc2)nc(=O)[nH]1,5.9,-0.2,1.8,0.8,-12.7,-8.4,11.3,13.4
CCOC(=O)C1=C(C(=O)OCC)N(CC)CCC1=O,-1.9,-0.2,1.6,9.0,.,.,-9.8,13.6
Cc1ccc(Nc2ncccc2C(=O)O)cc1C,-1.9,-0.6,0.6,-0.7,46.4,2.2,-15.1,1.8
CCOC(=O)N1CCC(NC(=O)Cn2cc3c(n2)CCCC3)CC1,-5.9,-0.6,-1.6,-1.2,-7.3,8.4,6.9,2.5
C/C=C/C(=O)N[C@@H]1c2ccccc2CC[C@@H]1OCc1ccccc1,-2.2,0.3,-4.0,10.5,.,-3.5,3.9,21.2
O=C(Cc1ccccc1)N/N=C/c1cc(Br)cc(Br)c1O,-15.9,3.0,11.5*,-5.7,-18.9,-0.7,-47.5,-207.4
COc1ccc(S(=O)(=O)NCc2ccc3c(c2)OCO3)cc1C,-6.4,0.6,0.8,5.6,14.4,10.2,7.0,13.4
COc1ccc(COc2ncnc3ccc(Br)cc23)cc1F,-2.4,-0.2,-5.8,-3.6,-6.8,3.7,1.6,5.0
O=C(Cn1ncn2c(cc3ccccc32)c1=O)NCCc1cccs1,-5.8,-0.1,-1.6,1.6,-2.1,0.4,2.1,-236.5

# 6 of these compounds in a different format.
# Values run as follows: HKDC1 inhibitor, MPTP inh, NR3A LBD binder, ATG4B inh, SENP6 block, SENP7 inh, PfGluPho inh, SENP8 block
> Cc1ccc(Nc2ncccc2C(=O)O)cc1C
  -1.9, -0.6, 0.6, -0.7, 46.4, 2.2, -15.1, 1.8
> CCOC(=O)N1CCC(NC(=O)Cn2cc3c(n2)CCCC3)CC1
  -5.9, -0.6, -1.6, -1.2, -7.3, 8.4, 6.9, 2.5
> C/C=C/C(=O)N[C@@H]1c2ccccc2CC[C@@H]1OCc1ccccc1
  -2.2, 0.3, -4.0, 10.5, ., -3.5, 3.9, 21.2
> O=C(Cc1ccccc1)N/N=C/c1cc(Br)cc(Br)c1O
  -15.9, 3.0, 11.5*, -5.7, -18.9, -0.7, -47.5, -207.4
> COc1ccc(S(=O)(=O)NCc2ccc3c(c2)OCO3)cc1C
  -6.4, 0.6, 0.8, 5.6, 14.4, 10.2, 7.0, 13.4
> COc1ccc(COc2ncnc3ccc(Br)cc23)cc1F
  -2.4, -0.2, -5.8, -3.6, -6.8, 3.7, 1.6, 5.0

# New compounds follow.
SMILES,HKDC1 inhibitor,MPTP inh,NR3A LBD binder,ATG4B inh,SENP6 block,SENP7 inh,PfGluPho inh,SENP8 block
CC1(c2ccccc2)NC(=O)N(CC(=O)Nc2cccc(/C=C/c3ccccn3)c2)C1=O (stereo not drawn),-2.6,-1.3,-5.6,-12.4,-7.0,-3.7,-7.8,-221.6
CCOC(=O)C(NC(=O)c1ccccc1)(Nc1nnc(C)s1)C(F)(F)F (stereo not drawn),-0.2,-1.5,-0.3,-0.5,0.5,-0.4,-4.8,-3.3
CCc1ccc(OCC(=O)O/N=C(\N)Cc2ccc([N+](=O)[O-])cc2)cc1,7.0,3.9,-7.1,-3.4,6.8,-5.5,2.0,7.3
O=C(NCc1ccccc1)/C(=C/c1ccco1)NC(=O)c1ccco1,-7.0,0.2,0.5,-1.3,-5.7,-8.1,4.5,11.3
O=C(CCSc1ccccc1)N1CCN(c2ccccc2)CC1,3.8,-1.9,0.7,2.1,-0.9,-2.1,-13.3,12.3
CN(CC(=O)Nc1ccc(Cl)c(C(F)(F)F)c1)C(=O)Cc1cccs1,-2.8,1.7,-0.8,-9.4,-19.3,11.6,21.9,1.6
Nc1nc(SCC(=O)NCC2CCCO2)[nH]c(=O)c1NC(=O)c1ccco1 (stereo not drawn),5.4,-1.6,1.1,-9.9,-14.5,21.5,-5.6,9.0
COc1ccc(CCNC(=O)/C(C#N)=C/c2cccc(OCc3ccccc3)c2)cc1OC,4.4,0.4,-5.2,2.7,-17.5,-11.2,13.2,-6.2
COc1ccc(CCN(C)C2CCCN(S(C)(=O)=O)C2)cc1OC (stereo not drawn),-2.3,1.4,-1.3,-0.6,4.3,2.0,-17.0,16.5
CCc1nnc(NC(=O)Nc2ccc(Cl)cc2)s1,-4.6,5.9,-0.9,-11.3,-22.4,-3.6,-5.7,-251.0
O=C(CN(Cc1ccco1)C(=O)c1ccc(N2CCCC2=O)cc1)Nc1ccccc1C(F)(F)F,-0.5,-1.1,0.2,-7.5,0.5,-2.4,-7.6,-14.3
O=[N+]([O-])c1cccc(NC(=S)N2CCc3ccccc3C2)c1,-6.6,2.4,-3.6,-0.3,2.2,10.7,34.2,13.7
CCOc1ccccc1Nc1nc(N)nc(Cl)c1CC,-5.6,0.5,-1.2,1.6,.,.,8.8,5.1
S=C(NCc1ccccc1)N/N=C/c1cccs1,-14.6,0.0,-1.2,3.4,-26.1,3.2,2.4,-3.6
COC(=O)c1ccc2ccccc2c1OC1OC(CO)C(O)C(O)C1NC(C)=O (stereo not drawn),8.8,0.4,0.2,2.0,-37.5,-6.6,-11.1,-330.5
CCOC(=O)C1=C(CSc2nc(-c3ccccc3)ccc2C#N)OC(N)=C(C#N)C1c1ccccc1 (stereo not drawn),2.7,-0.3,3.6,-2.4,5.3,-3.7,15.9,-498.1
CN(Cc1ccccc1)Cc1c[nH]c2ccccc12,-0.3,1.5,-1.1,3.0,-5.2,12.3,3.1,24.5
O=C(CSc1nnc(COc2ccc(Cl)cc2)n1Cc1ccco1)N1CCNC1=O,1.0,-1.1,14.1*,-1.7,0.4,0.0,26.7,5.9
COc1ccc(OC)c(NC(=O)c2oc3c(c2C)C(O)CC(C)(C)C3)c1 (stereo not drawn),-4.7,-1.2,-2.1,-0.4,0.8,2.2,7.5,-35.6
Cc1ccc(S(=O)(=O)NCC(=O)N(CC(=O)NCc2ccc(F)cc2)CC2CCCO2)cc1 (stereo not drawn),-2.2,-2.6,-3.1,5.0,6.3,-0.3,-5.9,5.9
Cc1ccc(NC(=O)COC(=O)CCc2c[nH]c3ccccc23)c(C)c1,-2.3,-0.9,-7.2,-2.5,-14.8,0.1,8.3,3.0
Cc1nc(-c2ccccc2)sc1-c1nc(-c2ccncc2)ncc1S(=O)(=O)c1ccccc1,2.6,0.9,5.9,-5.1,5.2,-0.2,35.6,-84.6
O=C(NCc1ccc(N2CCCC2=O)cc1)c1cc(COc2c(F)cccc2F)on1,-6.4,-0.7,-0.6,6.3,9.6,-11.7,-19.9,0.1
O=C(NCc1ccccc1)Nc1cccn(Cc2ccccc2)c1=O,-4.5,0.2,-2.9,19.3,6.7,-8.4,-6.7,-204.1
N=C1/C(=C\c2ccc(OC(=O)c3ccco3)cc2)C(=O)N=C2SC(N3CCCCC3)=NN12,11.1,-0.5,-1.2,-0.5,7.2,3.1,-54.3,-47.8
CN(Cc1ccco1)C(=O)C1CCC(=O)N(CCc2cccc(F)c2)C1 (stereo not drawn),-5.9,0.4,-0.7,-1.6,-11.6,-8.8,2.3,3.6
CCOC(=O)N1CCN(S(=O)(=O)c2ccc(C(=O)Nc3ccc4c(c3)C(=O)NC4=O)cc2)CC1,-9.3,1.6,3.0,0.9,4.1,12.9,-13.4,-222.7
Cc1ccc2[nH]c3c(=O)n(CCN4CCNCC4)cnc3c2c1,1.7,0.0,-1.2,-7.7,-11.0,-10.2,17.7,-145.2
O=C(Nc1ccc(-c2nc3ncccc3o2)cc1)c1ccc([N+](=O)[O-])o1,-3.2,0.9,1.2,4.6,-11.9,6.4,-10.7,-128.0
CN(C)c1c(F)cc(C(=O)NC(=O)NCc2cccnc2)cc1F,-5.4,-2.1,0.1,-6.9,1.1,-3.2,0.3,-18.0
N#CCCn1cc(/C=N/N=C2\NC(=O)C(CC(=O)O)S2)c(-c2ccc(F)cc2)n1 (stereo not drawn),-0.7,-1.8,-0.4,-3.0,8.8,1.0,-5.0,17.9
Cc1cc(C)cc(Nc2ncc3c(n2)CC(c2ccco2)CC3=O)c1 (stereo not drawn),0.0,-0.9,-1.4,-0.8,14.4,-1.4,11.8,-56.8
Cc1ccc(C(=O)COC(=O)CSc2cccc3cccnc23)c(C)c1,6.1,-2.4,3.5,-4.4,23.7,2.6,1.9,i
COc1ccc(NC(=O)[C@H](CCS(C)(=O)=O)N2Cc3ccccc3C2=O)c(OC)c1,4.9,-0.7,0.1,-5.5,0.7,6.5,12.6,10.3
Cc1c(N=Cc2ccc(-c3ccc(Cl)cc3)o2)c(=O)n(-c2ccccc2)n1C,0.3,0.6,-9.3,-8.5,-18.6,-16.6,5.3,20.4
CN(C(=O)c1sc2nc(N3CCOCC3)c3c(c2c1N)CCCC3)c1ccccc1,2.6,-1.4,-1.1,-4.3,10.4,-3.6,44.5,-387.9
Cc1nc2scc(-c3ccc(Cl)cc3)c2c(=O)n1N,14.3,-0.3,0.2,1.6,7.9,0.2,-19.6,17.4
Cc1ccn2c(=O)nc(SCC(=O)N3CCN(c4ccccc4)CC3)nc2c1,0.3,0.0,-1.1,-8.5,-11.7,-5.2,-2.9,13.2
COc1ccc(N(CC(=O)N2CCN(c3cc(C)ccc3C)CC2)S(=O)(=O)c2c(C)noc2C)cc1,-0.3,-0.7,0.4,4.1,-5.0,-5.1,1.1,9.1
CC(NC(=O)c1cncc(Br)c1)c1ccc(S(N)(=O)=O)cc1 (stereo not drawn),-0.6,-0.6,1.4,-3.1,-14.0,0.5,-5.5,15.0
Cc1ncsc1CCC(=O)N1CCCC(C(=O)c2cccc(Cl)c2)C1 (stereo not drawn),-11.0,3.8,-1.8,7.7,-3.5,-5.4,3.8,6.9
COc1cc(OC)cc(C(=O)OCC(=O)Nc2ccc(N3CCCCC3)cc2)c1,-1.3,1.2,1.2,-9.5,3.1,-0.4,13.9,24.2
CCOC(=O)C(C)c1ccc2cc(OC)ccc2c1 (stereo not drawn),-3.9,-0.6,-1.0,-7.7,8.1,6.7,-2.5,18.0
COc1ccc(CCNC(=O)Cc2cccs2)cc1,-4.9,0.4,-1.9,4.2,-26.6,-3.5,-17.7,7.0
Cc1ccc(N(CCC#N)C(=O)COC(=O)c2ccccc2SCC(=O)N2CCCC2)cc1,0.1,0.2,-0.3,-2.5,-18.0,1.7,-29.9,-77.3
CCN(C[C@H]1N[C@@](CC)(C(=O)OC)[C@H]2C(=O)N(C)C(=O)[C@@H]12)S(=O)(=O)c1ccc(C(C)(C)C)cc1,4.2,0.9,18.1*,2.8,-6.7,0.7,2.8,0.4

# Screens as filed in PubChem BioAssay.
